# Bioassay records: PubChem, several laboratories
# PfHsp40 yeast = rescue of PfHsp40-mediated yeast toxicity. S. cerevisiae expressing PfHsp40, growth rescue, ATP luminescence. growth rescue, % at 12.5 µM. 0.68% of 340,000 active; in the data active means growth rescue above about 28%, passing the limit was not always enough;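 further: yeast W303a lacking pdr1 and pdr3 grown in galactose medium; growth measured after three days at 30 °C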
# Yp Topo-I inh = inhibitors of Yersinia pestis topoisomerase I; Y. pestis Topo-I cleavage product accumulation, plate reader; activity, % at 10 µM; 0.064% of 360,000 active; AID 504884; in the data active means activity above about 50%, passing the limit was not always enough; further: inactives centre near 2
# BH1578 lux ind = induces V. cholerae light production without autoinducers | 0.16% of 350,000 active | V. cholerae BH1578 lux reporter, luminescence, 6 h | activation, % at 18.7 µM | AID 588436; in the data active means activation mostly above about 9.7%, no sharp cut-off; further: not every result past the cut was called active; inactives centre near 0; reference of the scale not given here
# BioA inh = blocks M. tuberculosis BioA enzyme activity | purified M. tuberculosis BioA enzyme, plate reader | 0.096% of 360,000 active | inhibition, % at 9.99 µM; in the data active means inhibition above about 40%
# UGM FP inh = blocks M. tuberculosis UGM enzyme. purified UGM, fluorescence polarization probe displacement. inhibition, % at 10 µM. 0.06% of 320,000 active; in the data active means inhibition above about 10%, passing the limit was not always enough
# Target sequence (P9WIQ1 whole entry, looked up): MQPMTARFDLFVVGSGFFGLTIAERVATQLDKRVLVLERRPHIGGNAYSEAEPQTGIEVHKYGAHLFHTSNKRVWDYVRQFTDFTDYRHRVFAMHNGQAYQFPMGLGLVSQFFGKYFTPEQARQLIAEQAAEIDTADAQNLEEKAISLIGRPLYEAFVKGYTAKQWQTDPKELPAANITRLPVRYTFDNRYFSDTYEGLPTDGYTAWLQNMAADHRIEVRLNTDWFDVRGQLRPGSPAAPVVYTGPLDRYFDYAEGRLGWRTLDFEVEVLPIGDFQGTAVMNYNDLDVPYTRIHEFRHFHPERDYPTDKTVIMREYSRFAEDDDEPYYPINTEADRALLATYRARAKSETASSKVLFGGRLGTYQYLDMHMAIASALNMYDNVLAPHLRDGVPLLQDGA
# Mtb FBA inh = Mtb fructose-bisphosphate aldolase inhibition | inhibition, % at 1 µM | 2.3% of 360,000 active | purified M. tuberculosis FBA, fluorescence read-out | P9WQA3; in the data active means inhibition above about 27%;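 further: 0% = vehicle and 100% = reference inhibitor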
# Target sequence (P9WQA3 whole entry, looked up): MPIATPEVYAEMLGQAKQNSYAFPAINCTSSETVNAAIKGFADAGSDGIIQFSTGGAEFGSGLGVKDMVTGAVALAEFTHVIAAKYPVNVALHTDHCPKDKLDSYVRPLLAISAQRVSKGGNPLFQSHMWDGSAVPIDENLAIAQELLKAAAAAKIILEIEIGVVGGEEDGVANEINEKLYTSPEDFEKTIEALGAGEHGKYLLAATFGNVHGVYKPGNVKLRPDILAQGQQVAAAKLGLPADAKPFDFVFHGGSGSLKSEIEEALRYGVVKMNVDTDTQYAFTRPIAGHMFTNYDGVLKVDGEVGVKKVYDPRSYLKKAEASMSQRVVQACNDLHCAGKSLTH
# TcdB inh = inhibitors of Clostridioides difficile toxin B glycohydrolase; P18177; TcdB glycohydrolase enzymatic assay, plate reader; inhibition, % at 9.99 µM; 0.24% of 350,000 active; AID 652162; in the data active means inhibition above about 10%
# GDH-TPI counter = inhibits GDH-TPI coupling enzymes, artifact for Mtb FBA screen | GDH-TPI coupled enzyme counterscreen, NADH absorbance | inhibition, % at 4.8 µM | 1.2% of 360,000 active | AID 588335; in the data active means inhibition above about 30%;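 further: 0% = DMSO wells and 100% = wells lacking the enzyme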
# FadD28 binding = M. tuberculosis FadD28 bisubstrate binding inhibition; FadD28 bisubstrate probe binding, fluorescence polarization; inhibition, % at 12.5 µM; 0.22% of 360,000 active; AID 588549; in the data active means inhibition above about 8.5%, passing the limit was not always enough
# Active calls of the source: *; i = inactive; . = not tested or not shown. Compounds were not picked by outcome, and some 4.6% of all compounds hit somewhere here.
# Results follow in this order: PfHsp40 yeast	Yp Topo-I inh	BH1578 lux ind	BioA inh	UGM FP inh	Mtb FBA inh	TcdB inh	GDH-TPI counter	FadD28 binding
COc1cc(NC(=O)CCc2c(C)noc2C)c(Cl)cc1C(=O)O
 : 0.3	2	0.1	0.4	-0.4	-3	0.3	-2	-3.3
CCN(CC)S(=O)(=O)c1cccc(C(=O)N[C@H](C(=O)Nc2nc3ccccc3s2)C(C)C)c1
 : -0.8	22	-0.6	-0.5	-1.6	-2	0.8	1	-2.5
Cc1ccnc(NS(=O)(=O)c2ccc(NC(=O)c3c(-c4ccccc4Cl)noc3C)cc2)n1
 : 0.4	7	0.8	-0.1	4.6	5	.	-13	-0.3
CSC1=NCCN1C(=O)c1c(-c2c(F)cccc2Cl)noc1C
 : 0.5	15	-0.2	-0.3	5.5	3	0.5	-18	-4.7
CCCOc1ccc(N2C(=O)CC(NCCNc3ccc([N+](=O)[O-])cn3)C2=O)cc1 (configuration not stated)
 : -0.9	-4	-0.4	.	-2.6	-1	1.1	10	-2.8
CCCC(=O)Nc1nc2ccc(OC)cc2s1
 : -0.6	1	-0.3	-1.4	-0.5	0	2.7	6	-1.6
O=C(C1CCCN(CCCc2ccccc2)C1)N1CCCCC1 (configuration not stated)
 : -1.3	3	-0.2	-0.2	-1.4	0	.	6	-1.7
Cc1ccccc1NC(=O)c1cc(N)ccc1N1CCCCC1
 : 2.1	12	-0.4	4.8	2.9	2	.	-7	-2.9
COc1ccc(NS(=O)(=O)c2ccc(NC(=S)NC(=O)c3cccnc3)cc2)nn1
 : -0.4	5	-0.5	.	2.8	1	-0.6	9	-2.7
CCN(C(=O)COC(=O)c1ccc(C)c(S(=O)(=O)N2CCOCC2)c1)C1CCS(=O)(=O)C1 (configuration not stated)
 : 0.0	-13	-0.3	-0.4	7.1	4	-0.4	2	-0.4
COc1ccccc1C(=O)Nc1cccc(NC(=O)c2ccccc2C)c1
 : 2.1	5	-0.2	1.1	-1.4	3	0.2	-3	-4.5
COc1ccc2c(C(=O)c3ccc(C)cc3)n(CCCC(N)=O)[n+]([O-])c2c1
 : 0.7	16	0.6	0.3	-0.6	-2	0.9	14	-0.2
CC(Sc1nnc(C2CC2)n1C)C(=O)Nc1ccc2c(c1)CCC2 (configuration not stated)
 : -0.7	2	2.1	1.2	1.1	-1	3.5	3	-0.6
Cc1ccc(N2C(=O)CC(N3CCN(c4ccccn4)CC3)C2=O)cc1 (configuration not stated)
 : -1.3	-4	-0.7	.	1.9	0	1.4	4	-0.7
CCc1c(C)nc(SCC(=O)Nc2ccc3c(c2)OCCO3)[nH]c1=O
 : 0.9	3	-0.3	.	1.8	-1	-1.6	6	-1.6
CCOC(=O)c1c(NC(=O)CSc2n[nH]c(CNc3ccccc3)n2)sc(C)c1C
 : -1.4	2	12	-0.7	0.9	-4	1.2	25	-1.0
CCOC(=O)N1CCN(C(=O)CN(c2ccc(OCC)cc2)S(C)(=O)=O)CC1
 : -0.4	-10	i	-1.6	0.9	-2	.	-7	1.1
CCn1ccnc1CNC(=O)CC1C(=O)NCCN1CC(c1ccccc1)c1ccccc1 (configuration not stated)
 : 0.4	3	0.5	.	-0.4	2	0.5	10	-1.3
CCn1c(SCC(=O)N2CCN(c3ccccc3)CC2)nnc1-c1c[nH]c2ccccc12
 : -0.3	31	-0.2	-0.5	-1.8	1	-3.1	13	-1.0
CC(c1nnc(SCC(=O)Nc2cccnc2Cl)n1Cc1ccccc1)N(C)C (configuration not stated)
 : -0.4	-1	-0.4	.	-2.0	-1	-0.2	10	0.5
CCCCCC(=O)N1C[C@H](O)[C@@H](n2cc(C3CC3)nn2)C[C@@H]1c1ccc(Cl)cc1
 : .	15	-0.2	5.7	.	-3	1.5	-2	-5.1
C=Cn1c(C(=O)O)cc(CC)c1-c1ccccc1
 : 0.1	2	-0.2	-0.3	1.6	-3	.	-3	-6.2
COc1ccc(CC(=O)NCC2COc3ccccc3O2)cc1 (configuration not stated)
 : 0.6	3	0.4	0.3	0.7	2	0.9	5	-0.4
O=C(COc1ccc(Cl)cc1)NCc1nnc(SCC(=O)N2CCCCCC2)o1
 : -2.0	-7	i	-3.1	-0.3	0	-0.4	0	-1.0
O=C1CC2C(=O)NCCN2C(=NC(=O)c2ccccc2)N1 (configuration not stated)
 : 0.5	5	i	1.2	.	-2	0.7	16	-2.9
CC(NC(=O)Cn1nc(-c2ccccc2)ccc1=O)c1ccccc1 (configuration not stated)
 : -0.9	1	-0.3	2.5	0.5	1	1.8	11	-2.2
O=C(NCc1cccnc1)c1ccccc1CCc1ccccc1
 : -1.2	6	-0.4	1.6	0.0	5	0.4	12	-2.9
CC(C)C[C@@H]1NC(=O)[C@H](Cc2ccc(O)cc2)NC(=O)c2cc([N+](=O)[O-])cc(I)c2NCCC[C@@H](C(N)=O)NC1=O
 : -1.1	5	0.3	-1.3	0.4	-2	.	3	-4.7
Cn1cnnc1SCCNS(=O)(=O)c1ccccc1
 : -0.6	-1	.	0.0	0.4	-2	.	7	0.2
CC(CO)(CO)NCc1ccc(-c2ccccc2)cc1
 : -1.4	3	i	.	.	-4	.	-3	-3.3
COCc1c(C#N)c(NCc2cc(OC)c(OC)c(OC)c2)nc(C)c1[N+](=O)[O-]
 : -0.3	-6	0.9	.	5.0	-4	1.2	5	0.5
Cc1cc(NC(=O)CO/N=C/c2ccc3c(c2)OCO3)ccc1Br
 : -1.2	11	i	.	-2.6	-1	0.7	8	-0.7
CCN(CC)CCn1c(=N)n(CC(=O)c2ccc(Br)s2)c2ccccc21
 : .	0	-0.4	4.2	4.0	-3	-7.1	-8	-5.4
COc1ccc(C(NC(=O)CNC(C)=O)C(=O)Nc2ccc(C(C)C)cc2)cc1 (configuration not stated)
 : -0.6	7	7.1	.	1.0	2	.	-11	0.2
O=C(CS(=O)(=O)Cc1ccccc1)Nc1ncccn1
 : 0.0	7	i	-0.2	0.5	6	.	0	-0.8
CCN(CC)CCN(C(=O)C1=COCCO1)c1nc2c(OC)ccc(OC)c2s1
 : -0.6	3	i	0.7	2.4	0	0.1	8	-1.9
O=C(C[C@@H]1C/C=C\CCCC(=O)OC[C@@H]2CCCN2C1=O)NCCO
 : -1.3	6	-0.8	-2.3	-2.1	0	-0.1	0	-4.0
COc1ccc(CN2C(=O)C(O)(CC(=O)c3ccc4c(c3)OCO4)c3ccccc32)cc1OC (configuration not stated)
 : 0.8	5	i	-1.0	0.5	1	.	2	-0.8
Cc1ccc(C(=O)Nc2ccc(Cc3ccncc3)cc2)cc1[N+](=O)[O-]
 : 1.1	6	2.8	.	-1.7	3	.	3	-1.6
O=C(Nc1nc2cc3c(cc2s1)OCCO3)c1cccc(N2C(=O)CCC2=O)c1
 : -2.5	-4	-0.6	-4.6	1.9	4	1.5	31*	-1.2
CCC(C(=O)NCCCN1CC(C)CC(C)C1)n1ncn2c(cc3occc32)c1=O (configuration not stated)
 : -0.9	-6	-0.6	-1.4	3.2	1	2.2	3	0.1
COCc1cc(C)nc(OCC(=O)N/N=C/c2ccc(OC)c(OC)c2)c1C#N
 : 0.1	8	-0.3	.	-1.0	-5	-1.2	14	-1.1
COc1ccccc1N1C(=O)c2ccccc2NC1c1ccncc1 (configuration not stated)
 : 0.4	2	0.5	15	-2.4	7	.	1	-5.5
c1cncc(-c2noc(CC3CCCCC3)n2)c1
 : 0.1	-2	i	-0.5	-0.2	1	.	0	0.3
CN(C)c1ccc(N=Cc2nc(-c3ccccc3)oc2OC(=O)c2ccccc2)cc1
 : -1.6	-1	0.0	.	5.4	1	.	7	-1.8
CC1CN(C(=O)COC(=O)c2cc3ccccc3cc2O)CC(C)O1 (configuration not stated)
 : -1.9	-1	-2.5	6.6	1.2	2	0.6	9	-1.3
CCn1c(=O)c2c(nc(SCC(=O)N3CCC(C)CC3)n2C)n(C)c1=O
 : -0.4	5	-0.9	0.4	-0.8	0	-0.3	-2	0.2
O=C(Oc1ccc2ccccc2c1)c1ccccc1
 : 2.3	14	5.9	-0.1	2.0	0	.	-6	-2.2
CCC(=O)Nc1nc(C)c(-c2csc(Nc3cccc(C(=O)O)c3)n2)s1
 : -0.9	-8	-1.3	.	0.2	2	.	14	3.6
COc1ccc(NC(=O)CSCC(=O)Nc2ccccc2C(=O)N2CCCCC2)cc1
 : 1.1	4	i	0.2	2.4	-1	0.7	-1	.
C[C@]12c3[nH]c4ccc(Cl)cc4c3CCN1C(=O)[C@@H](CC(=O)NCCN1CCOCC1)C[C@@H]2C(=O)N1CCOCC1
 : -0.6	1	i	1.6	.	-2	1.0	-8	-4.2
CCc1cc2c(-c3ccccc3)cc(=O)oc2cc1OC(C)C(C)=O (configuration not stated)
 : 7.2	37	0.4	2.0	0.9	1	0.5	19	-6.1
COC(=O)CC1C(=O)NCCN1C(=O)CSc1nc2ccc([N+](=O)[O-])cc2s1 (configuration not stated)
 : -1.6	11	0.4	.	-5.7	4	-0.1	14	2.0
CC1(C)[C@@H](O)CC[C@]2(C)C3C(O)C=C4[C@H]5C[C@@](C)(CO)CC[C@]5(C)CC[C@]4(C)[C@]3(C)CC[C@@H]12 (some centres not stated)
 : 0.1	3	0.3	-0.4	-2.0	4	0.2	-5	-1.2
CCOC(=O)CSc1nnc(CNC(=O)c2ccc(S(=O)(=O)N3CCCC3)cc2)n1C
 : 0.5	1	i	.	0.8	1	.	4	-1.7
CCOc1ccc(CNC(=O)c2ccc3nc(N4CCOCC4)sc3c2)cc1
 : 0.3	3	-0.3	0.0	5.2	-2	1.3	-3	-3.5
COc1ccccc1CNC1CCCc2ccccc21 (configuration not stated)
 : -0.5	5	i	-0.3	-2.1	1	1.1	0	-2.6
CCN(C(=O)COC(=O)/C(=C/c1ccccc1)NC(C)=O)c1c(N)n(Cc2ccccc2)c(=O)[nH]c1=O
 : 0.1	-2	-0.3	0.4	.	0	0.0	4	-2.1
Cn1c(N)c(C(=O)COC(=O)Cc2ccsc2)c(=O)n(C)c1=O
 : -1.3	-2	i	0.4	0.3	-5	.	8	-1.9
COCCNCCCCOc1ccccc1-c1ccccc1
 : -0.2	-10	-0.5	-0.2	-1.1	0	.	-1	-2.1

# An excerpt of these results, as tab-separated lines.
Compound	PfHsp40 yeast	Yp Topo-I inh	BH1578 lux ind	BioA inh	UGM FP inh	Mtb FBA inh	TcdB inh	GDH-TPI counter	FadD28 binding
O=C(Oc1ccc2ccccc2c1)c1ccccc1	2.3	14	5.9	-0.1	2.0	0	.	-6	-2.2
O=C(COc1ccc(Cl)cc1)NCc1nnc(SCC(=O)N2CCCCCC2)o1	-2.0	-7	i	-3.1	-0.3	0	-0.4	0	-1.0
c1cncc(-c2noc(CC3CCCCC3)n2)c1	0.1	-2	i	-0.5	-0.2	1	.	0	0.3

# Only GDH-TPI counter and FadD28 binding (2 entries from above):
Compound | GDH-TPI counter | FadD28 binding
COC(=O)CC1C(=O)NCCN1C(=O)CSc1nc2ccc([N+](=O)[O-])cc2s1 (configuration not stated) | 14 | 2.0
O=C(Nc1nc2cc3c(cc2s1)OCCO3)c1cccc(N2C(=O)CCC2=O)c1 | 31* | -1.2

# (further entries)
# Results follow in this order: PfHsp40 yeast	Yp Topo-I inh	BH1578 lux ind	BioA inh	UGM FP inh	Mtb FBA inh	TcdB inh	GDH-TPI counter	FadD28 binding
CCOC(=O)N1CCN(C(=O)c2cc(OC)cc(OC)c2)CC1
 : 2.8	4	i	-0.8	-2.4	0	.	5	0.6
CCN1CCN(C(c2ccccc2)c2nnnn2Cc2ccc3c(c2)OCO3)CC1 (configuration not stated)
 : 0.1	4	-0.9	-0.7	0.0	6	1.2	-2	-3.2
CCOC(=O)c1[nH]c2cc(OC)c(OC)cc2c1NC(=O)CCN1CCSCC1
 : -1.0	0	-0.8	.	1.3	107*	2.6	20	-4.0
Cc1ccc(C)c(N/C(N)=N/c2nc(C)cc(C)n2)c1
 : -0.6	11	i	-1.8	-1.6	0	0.9	7	0.5
COCCCN1C(=O)c2ccc(C(=O)NCc3ccco3)cc2C1=O
 : -1.7	0	-2.8	0.6	0.5	-4	.	-5	-3.2
CCN(CC)S(=O)(=O)c1cccc(NC(=O)COC(=O)CCC(=O)c2cccs2)c1
 : -0.3	-15	1.2	-0.7	-2.2	-4	.	-2	-4.1
